Bioassay records: PubChem BioAssay, NCI
NCI-60 one-dose screen, 48 h, at 10 µM unless noted. Numbers give growth in % (100 = growth as untreated, 0 = no growth, -100 = all killed).
SW-620 – SW-620 colon cancer; 5.2% of 82,000 active
SNB-75 – SNB-75 CNS cancer | 5% of 79,000 active
HCT-116 – HCT-116 colon cancer. 7.3% of 82,000 active
HCC-2998 – HCC-2998 colon cancer; 4.7% of 79,000 active; AID 1794799
COLO 205 – COLO 205 colon cancer; 7.3% of 79,000 active; AID 1794742
A498 – A498 renal cancer cells. 5.4% of 76,000 active
HCT-15 – HCT-15 colon cancer; 5.2% of 82,000 active
KM12 – KM12 colon cancer cells. 5% of 82,000 active. AID 1794800
HT29 – HT29 colon cancer. 7.4% of 81,000 active
* = called active by the depositor; nt = no result given; & = joins results of further samples. How the source made its calls: active means growth percent below 10; inactive means the rest.

(1) Cc1ccc([C@H]2c3[nH]c4ccccc4c3C[C@H]3C(=O)N(CCCCCCC(=O)NO)CC(=O)N23)cc1
(2) Nc1cc(Nc2ccc(Cl)c(Cl)c2)nc(N)n1
(3) COc1cccc(N(CCCCN)c2cccnc2)c1
(4) CCc1c(C)c2cc3[nH]c(=S)oc3c(C)c2oc1=O
(5) CCN(CC)C(C(=O)Nc1c(C)cccc1C)N(CC)CC
(6) CC(C)NCCCNC(=O)C1COc2ccccc2O1 (configuration not stated)
(7) CCC(CC)NC(C)CO (configuration not stated)
(8) O=C(Nc1cc(-c2ccccc2)[nH]n1)c1ccccc1

assay / entry | 1 | 2 | 3 | 4 | 5 | 6 | 7 | 8
SW-620 | 36 | 113 | 110 | 107 | 97 | 103 | 104 | 91
SNB-75 | -7.4* | 86 | 79 | 79 | 98 | 102 | 90 | 94
HCT-116 | 16 | 99 | 101 | 101 | 99 | 93 | 108 | 68
HCC-2998 | 56 | 94 | 103 | 99 | 97 | 99 | 108 | 107
COLO 205 | 47 | 111 | 106 | 97 | 107 | 101 | 111 | 96
A498 | 62 | 112 | 97 | 105 | 111 | 96 | 108 | 64
HCT-15 | 102 | 105 | 103 | 105 | 100 | 97 | 106 | 55
KM12 | 48 | nt | 106 | 99 | 98 | 105 | 102 | 41
HT29 | 37 | 105 | 101 | 76 | 98 | 87 | 97 | 86

(9) Cc1cccc(C)c1N1C(N)=NC(N)=NC1(C)C
(10) C=C1CCC2C(C)(COC(C)=O)C(O)CCC2(C)C1/C=C/C1=CCOC1=O (configuration not stated)
(11) COc1ccc2cc(N3CCCC3=O)ccc2c1
(12) C=CCSc1nc2ccccc2cc1/C=N/O
(13) O=C1NC(=Nc2ccc(F)cc2)/C(=C/N2N=C(c3ccc(Cl)cc3)CC2c2ccc(F)cc2)S1 (configuration not stated)
(14) Cc1cc2ncn(CC(=O)NN)c2cc1C
(15) CN(C)c1ccc(/C=C(\CC(=O)c2ccc(Cl)c(Cl)c2)C(=O)NCc2ccccc2)cc1
(16) COc1cc(-c2ccc3c(=O)n(C)c(=O)n(C)c3n2)cc(OC)c1OC

assay / entry | 9 | 10 | 11 | 12 | 13 | 14 | 15 | 16
SW-620 | 94 | 115 | 109 | 87 | 96 | 107 | 101 | 100
SNB-75 | 90 | 85 | 129 | 58 | 92 | 103 | 86 | 87
HCT-116 | 104 | 97 | 109 | 79 | 86 | 94 | 97 | 107
HCC-2998 | 90 | 106 | 100 | 94 | 103 | 130 | 99 | 107
COLO 205 | 108 | 145 | 129 | 94 | 94 | 115 | 106 | 112
A498 | 102 | 103 | 92 | 98 | 84 | 73 | 111 | 92
HCT-15 | 107 | 110 | 98 | 96 | 90 | 104 | 101 | 101
KM12 | 99 | 117 | 112 | 89 | 90 | 101 | 101 | 95
HT29 | 106 | 102 | 91 | 93 | 101 | 95 | 99 | 109

(17) O=C1/C(=C\c2ccc(F)cc2)Sc2c(F)cccc21
(18) Nn1c2ccccc2c2ccccc21
(19) CN(C)C1CCC(NC2=CC(=O)C=CC2=O)CC1 (configuration not stated)
(20) CCCCCCCCCCCCCCCc1cccc(O)c1
(21) O=S(=O)(NS(=O)(=O)c1ccc(Cl)cc1)c1ccc(Cl)cc1
(22) COc1cccc(-c2nn(-c3ccccc3)cc2-c2ccnc(NCCCNC(=O)Nc3ccc(Cl)c(Cl)c3)c2)c1
(23) COc1ccc(-c2nc3ccccn3c2-c2nnc(-c3cc(OC)c(OC)c(OC)c3)o2)cc1
(24) CC1Cn2c(nnc2-c2ccccc2O)S1 (configuration not stated)

assay / entry | 17 | 18 | 19 | 20 | 21 | 22 | 23 | 24
SW-620 | 98 | 108 | 117 | 118 | 110 | 12 | 75 | 109
SNB-75 | 80 | 97 | 86 | nt | 91 | 25 | 60 | 101
HCT-116 | 86 | 101 | 6.0* | 109 | 106 | 3.0* | 32 | 108
HCC-2998 | 104 | 96 | 126 | 118 | 112 | -62* | 85 | 100
COLO 205 | 105 | 107 | 128 | 125 | 126 | -45* | 53 | 115
A498 | 99 | 104 | 122 | 120 | 100 | 5.0* | 48 | 120
HCT-15 | 103 | 109 | 114 | 107 | 98 | 6.6* | 72 | 112
KM12 | 100 | 103 | 108 | 108 | 108 | -13* | 65 | 99
HT29 | 99 | 96 | 116 | 112 | 113 | -36* | 70 | 108

(25) CC(Oc1cc(Cl)c(Cl)cc1Cl)C(=O)NC(C(=O)O)C(C)C (configuration not stated)
(26) N=C(N)c1ccc(-c2ccc(-c3cncc4ccccc34)s2)cc1F
(27) Cc1c2cccnc2c(C)c2c1c1cc(O)ccc1n2C
(28) O=C1OC2CCCC1CC2 (configuration not stated)
(29) Cc1onc(-c2c(Cl)cccc2Cl)c1C(=O)Nc1ccc(Cl)c(Cl)c1Cl
(30) CS(C)(O)NC(N)=O
(31) O=C(Nc1ccc(-n2cnc3cc(-c4ccc(O)cc4)ccc32)cc1)C1CC1
(32) CCCC(O)Cn1ncc(C(=O)OCC)c1NC(=O)NCc1ccccc1F (configuration not stated)

assay / entry | 25 | 26 | 27 | 28 | 29 | 30 | 31 | 32
SW-620 | 91 | -62* | 31 | 106 | 77 | 96 | 112 | 105
SNB-75 | 82 | nt | 104 | 96 | 109 | 90 | 96 | 99
HCT-116 | 90 | -88* | 25 | 106 | 104 | 109 | 95 | 74
HCC-2998 | 103 | -98* | 77 | 100 | 93 | 108 | 109 | 88
COLO 205 | 110 | -86* | 97 | 110 | 71 | 142 | 121 | 116
A498 | 84 | 74 | 106 | 104 | 104 | 90 | nt | 91
HCT-15 | 100 | -81* | 40 | 100 | 48 | 100 | 81 | 105
KM12 | 100 | -89* | 58 | 100 | 73 | 104 | 29 | 97
HT29 | 92 | -92* | 96 | 104 | 79 | 110 | 106 | 81

(33) COc1ccc(CCn2nnc3ccccc3c2=O)cc1OC
(34) N#Cc1ccc(-c2cnc3nonc3n2)cc1
(35) O=C1Nc2ccccc2/C1=C/c1ccc(-c2cccc([N+](=O)[O-])c2)s1
(36) Cc1ccccc1NC(=O)N/C(N)=N/c1nc2ccccc2s1
(37) CC(C)(C)N1COCC(COc2ccc(Cl)cc2)OC1 (configuration not stated)
(38) Cc1nc2c(=O)[nH]c(=S)[nH]c2[nH]c1=O
(39) Cc1onc(-c2c(F)cccc2Cl)c1C(=O)Nc1cc2cc([N+](=O)[O-])ccc2oc1=O
(40) CCOc1c(C#N)c(Nc2ccc(S(N)(=O)=O)cc2)c(C#N)c2nc(=O)ncn12

assay / entry | 33 | 34 | 35 | 36 | 37 | 38 | 39 | 40
SW-620 | 109 | 106 | 101 | 26 | 100 | 101&105 | 100 | 108
SNB-75 | 98 | 90 | 90 | nt | 83 | 84&97 | 85 | 106
HCT-116 | 99 | 89 | 102 | 10 | 106 | 105&108 | 104 | 109
HCC-2998 | 107 | 105 | 117 | 17 | 101 | 106&102 | 101 | 108
COLO 205 | 111 | 113 | 101 | 6.7* | 113 | 115&108 | 108 | 106
A498 | 106 | 88 | 100 | nt | 113 | 97&97 | nt | nt
HCT-15 | 102 | 90 | 104 | 20 | 104 | 104&105 | 86 | 106
KM12 | 109 | 90 | 102 | 15 | 99 | 109&109 | 103 | 106
HT29 | 105 | 107 | 101 | 5.0* | 112 | 105&104 | 105 | 111

(41) Cc1ccc(S(=O)(=O)Oc2ccc3sc4cccc(NCCN(C)C)c4c(=O)c3c2)cc1
(42) CC1(C)COB(OCC(C)(C)COB2OCC(C)(C)CO2)OC1
(43) COc1ccc2oc(=O)cc(/C=C3/C(=O)NC(=S)NC3C)c2c1 (configuration not stated)
(44) CCOC(=O)C1(c2cccs2)C(=O)C2=C(CCCC2)N1c1ccccc1 (configuration not stated)
(45) CC(C)(C)C1CCCC(=O)C1 (configuration not stated)
(46) CCCCNC(=O)Cc1c(-c2ccc(OC)cc2)oc2c(OC)c3c(c(OC)c12)OCO3
(47) CCOC(=O)c1c(-c2ccc3c(c2)OCO3)c(C#N)c2c(C#N)c(N)nn2c1N
(48) Cc1cc(C)n(-c2nc(-c3cccs3)c(C#N)c(=O)[nH]2)n1

assay / entry | 41 | 42 | 43 | 44 | 45 | 46 | 47 | 48
SW-620 | -92* | 110 | 92 | 102 | 112 | 104 | 84 | 102
SNB-75 | -93* | 107 | 74 | 87 | 96 | 96 | 99 | 89
HCT-116 | -83* | 101 | 81 | 82 | 102 | 84 | 80 | 85
HCC-2998 | -97* | 104 | 94 | 104 | nt | 106 | 91 | 97
COLO 205 | -84* | 109 | 102 | 91 | nt | 113 | 97 | 111
A498 | -96* | 100 | 105 | 94 | 98 | 63 | 60 | 94
HCT-15 | -94* | 108 | 103 | 101 | 102 | 87 | 64 | 71
KM12 | -85* | 103 | 96 | 100 | 99 | 97 | 75 | 98
HT29 | -61* | 110 | 83 | 89 | 101 | 93 | 74 | 100

(49) CCOc1ccc2nc(N(C=O)Cc3ccc(C(C)C)cc3)sc2c1
(50) CCN1C(=O)N(CC)C2C1NN=c1s/c(=C3\C(=O)N(C)c4ccccc43)c(=O)n12 (configuration not stated)
(51) Cc1ccc(S(=O)(=O)NCCNc2nccc(-n3cnc4ccccc43)n2)cc1
(52) CSc1nc2c(c(=O)[nH]1)C(c1ccccc1)C1=C(N2)/C(=C/c2ccccc2)CCC1 (configuration not stated)
(53) COc1ccc(C2CC(n3nnnc3-c3ccccc3)=NN2)cc1Br (configuration not stated)
(54) COc1ccc(Cn2cc3c(c2-c2cc(OC)c(OC)c(OC)c2)CCCc2cnoc2-3)cc1[N+](=O)[O-]
(55) COc1ccc(/C=C/c2nc(Nc3ccc(O)cc3)c3ccccc3n2)cc1
(56) O=C(O)c1ccc(-c2ccc(/C=N/NC(=O)c3[nH]c4ccc(Br)cc4c3-c3ccccc3)s2)cc1

assay / entry | 49 | 50 | 51 | 52 | 53 | 54 | 55 | 56
SW-620 | 99 | 28 | 91 | 100 | 99 | 63 | 79 | nt
SNB-75 | 89 | -11* | 69 | 73 | 73 | 87 | 57 | -11*
HCT-116 | 99 | 9.0* | 64 | 78 | 104 | 48 | 22 | 11
HCC-2998 | 112 | 22 | 93 | 114 | 123 | 81 | 107 | -66*
COLO 205 | 114 | 8.0* | 87 | nt | 109 | 93 | 98 | 24
A498 | 94 | -27* | 62 | 103 | 98 | nt | 66 | 40
HCT-15 | 102 | 22 | 80 | 97 | 101 | 59 | 69 | -35*
KM12 | 102 | 21 | 77 | 102 | 102 | 72 | 71 | -15*
HT29 | 108 | 12 | 90 | 88 | 113 | 61 | 91 | -7.1*

(57) C[N+]1=C(/C=C\C=C\c2ccccc2)C(C)(C)c2ccccc21
(58) O=C1Nc2ccccc2/C1=C/c1ccc(COCC2CO2)n1-c1ccc(O)cc1 (configuration not stated)
(59) CC(C)(C)c1cc(/C=C2\S/C(=N/c3ncn[nH]3)NC2=O)cc(C(C)(C)C)c1O
(60) CC(C)=CCC[C@H](C)c1ccc(C)cc1O
(61) O=C1[C@@H]2Cc3c([nH]c4ccccc34)[C@H](c3c(Cl)cccc3Cl)N2C(=O)CN1C1CCN(Cc2c(Cl)cccc2Cl)CC1
(62) CN(C)CCCNc1c2ccc(Cl)cc2nc2c1oc1ccc(Cl)cc12
(63) C/C(=N\NC(N)=O)c1cccs1
(64) CCOC(=O)C1(C(=O)OCC)NC(=O)CC1C (configuration not stated)

assay / entry | 57 | 58 | 59 | 60 | 61 | 62 | 63 | 64
SW-620 | 20 | 96 | 15 | 114 | 89 | -79* | 106 | 103
SNB-75 | 82 | 95 | 19 | 94 | 86 | 45 | 94 | 91
HCT-116 | 14 | 99 | 7.9* | 97 | 82 | -94* | 89 | 104
HCC-2998 | 48 | 108 | 14 | 100 | 88 | -85* | 104 | nt
COLO 205 | -43* | 116 | 12 | 117 | 82 | 34 | 100 | 106
A498 | 61 | 115 | 33 | 88 | 84 | 38 | 77 | 85
HCT-15 | 14 | 107 | 11 | 109 | 52 | -42* | 99 | 105
KM12 | 22 | 18 | 20 | 94 | 79 | -56* | 105 | 99
HT29 | 12 | 110 | 11 | 103 | 85 | -46* | 94 | 114

One compound at a time, from the list above. Order of values: SW-620 | SNB-75 | HCT-116 | HCC-2998 | COLO 205 | A498 | HCT-15 | KM12 | HT29
`COc1ccc(/C=C/c2nc(Nc3ccc(O)cc3)c3ccccc3n2)cc1` as listed: 79 | 57 | 22 | 107 | 98 | 66 | 69 | 71 | 91
`COc1cc(-c2ccc3c(=O)n(C)c(=O)n(C)c3n2)cc(OC)c1OC` as listed: 100 | 87 | 107 | 107 | 112 | 92 | 101 | 95 | 109
`C[N+]1=C(/C=C\C=C\c2ccccc2)C(C)(C)c2ccccc21` as listed: 20 | 82 | 14 | 48 | -43* | 61 | 14 | 22 | 12

The list goes on:
(65) OCc1cnccc1NC12CC3CC(CC(C3)C1)C2
(66) O=c1cc(-n2nncc2Cn2c3ccccc3c3ccccc32)c2cc(Cl)ccc2[nH]1
(67) Cc1cc(C)n(-c2nc3ccccc3[nH]c2=O)n1
(68) Cc1ccnc2c(OCc3ccccc3)cccc12
(69) Cc1ccc(=O)n(-c2ccc(C3=NCCN3)cc2)c1
(70) O=C(O)c1ccc(Br)nc1
(71) CC(O)C(NC(=O)C1CCCN1C(=O)CNC(=O)C1CC(=O)NCC(=O)NC(Cc2c[nH]c3ccccc23)C(=O)NC(Cc2ccc(O)cc2)C(=O)NCC(=O)NC(CO)C(=O)NC(CCC(N)=O)C(=O)NC(Cc2c[nH]c3ccccc23)C(=O)N1)C(=O)NCC(=O)NC(CCC(N)=O)C(=O)NC(CCCNC(=N)N)C(=O)NC(CC(=O)O)C(=O)O (configuration not stated)

assay / entry | 65 | 66 | 67 | 68 | 69 | 70 | 71
SW-620 | 103 | 103 | 100 | 92 | 102 | 97 | 102
SNB-75 | 105 | 94 | 91 | 95 | 85 | 82 | 92
HCT-116 | 100 | 101 | 99 | 92 | 76 | 98 | 97
HCC-2998 | 105 | 107 | 109 | 87 | 103 | 104 | 120
COLO 205 | 91 | 120 | 110 | 113 | 109 | 105 | 109
A498 | 95 | 121 | nt | 90 | 81 | nt | nt
HCT-15 | 103 | 102 | 102 | 90 | 93 | 98 | 99
KM12 | 103 | 106 | 107 | 83 | 100 | 107 | 105
HT29 | 89 | 111 | 107 | 99 | 90 | 96 | 106
